From PubChem
SMARCA2 act: SMARCA2 (BRM) function activators, primary screen, cell-based, luminescence, high throughput; activation, % at 9.1 µM; AID 652017, 2013; 1% of 370,000 active; MG213 cells, MMTV-luciferase reporter, dexamethasone, overnight; in the data active = activation above about 7.8%;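 note: 0% = vehicle wells and 100% = reference activator wells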
hcDAF12 agonist: H. contortus DAF-12 nuclear receptor activators, primary screen, cell-based, luminescence, HEK293, lit1-tk-luc reporter. HEK293 hcDAF-12 lit1-tk-luc reporter; 0% DMSO, 100% Δ7-dafachronic acid. 1.4% of 370,000 active. AID 652067, 2013. activation, % at 6.8 µM;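 active = activation above the mean of all tested compounds plus 3 SD, cut at about 5.5% in these data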;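 note: 100% = response to 3 µM Δ7-dafachronic acid high control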
NPR2 activator: human GC-B receptor activators, primary screen, HEK293 GC-B cells, cGMP TR-FRET, EC30 CNP | 0.11% of 370,000 active | 0% at EC30 CNP, 100% saturating CNP | Atrial natriuretic peptide receptor 2 (Homo sapiens), P20594 | activation, % at 10 µM;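 active = activation at 10 µM reaching about 35% in either raw or pattern-adjusted values, limit read from the data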
DAX1 inh-1: DAX1 (NR0B1) inhibitors, primary screen, cell-based, HEK293, Gal4-DAX1, luciferase luminescence; AID 504766, 2011; inhibition, % at 6.75 µM; 0.99% of 340,000 active; Nuclear receptor subfamily 0 group B member 1 (Homo sapiens), P51843; HEK293 Gal4-DAX1 luciferase reporter;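 active = inhibition above the mean over all tested compounds plus 3 SD, cut at about 4.2% in these data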;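 note: 0% = DAX1-transfected cells with DMSO and 100% = empty-vector control cells with DMSO; inhibition shows as a rise in luminescence from relieved DAX1 repression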
Target sequence (P51843 207-470 limits assumed): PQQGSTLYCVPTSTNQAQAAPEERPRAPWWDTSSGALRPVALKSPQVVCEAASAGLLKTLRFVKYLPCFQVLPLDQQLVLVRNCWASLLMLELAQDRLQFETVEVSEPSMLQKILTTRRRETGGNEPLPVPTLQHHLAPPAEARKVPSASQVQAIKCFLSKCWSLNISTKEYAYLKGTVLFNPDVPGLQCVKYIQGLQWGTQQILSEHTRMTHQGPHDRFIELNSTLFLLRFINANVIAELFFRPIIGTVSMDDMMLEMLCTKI
sPLA2-III inh: human group III sPLA2 inhibitors, primary screen, biochemical, QFRET, BODIPY PC-A2 liposome substrate; inhibition, % at 12.2 µM; 0.56% of 370,000 active; Group 3 secretory phospholipase A2 (Homo sapiens), Q9NZ20; AID 743126, 2013; QFRET BODIPY PC-A2 liposome hydrolysis, fluorescence;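 active = inhibition above mean plus 3 SD of compounds lying within the high and low control bounds, cut at about 19% in these data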;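 note: 0% = median of test compound wells and 100% = no enzyme DMSO wells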
Target sequence (Q9NZ20 whole entry, looked up): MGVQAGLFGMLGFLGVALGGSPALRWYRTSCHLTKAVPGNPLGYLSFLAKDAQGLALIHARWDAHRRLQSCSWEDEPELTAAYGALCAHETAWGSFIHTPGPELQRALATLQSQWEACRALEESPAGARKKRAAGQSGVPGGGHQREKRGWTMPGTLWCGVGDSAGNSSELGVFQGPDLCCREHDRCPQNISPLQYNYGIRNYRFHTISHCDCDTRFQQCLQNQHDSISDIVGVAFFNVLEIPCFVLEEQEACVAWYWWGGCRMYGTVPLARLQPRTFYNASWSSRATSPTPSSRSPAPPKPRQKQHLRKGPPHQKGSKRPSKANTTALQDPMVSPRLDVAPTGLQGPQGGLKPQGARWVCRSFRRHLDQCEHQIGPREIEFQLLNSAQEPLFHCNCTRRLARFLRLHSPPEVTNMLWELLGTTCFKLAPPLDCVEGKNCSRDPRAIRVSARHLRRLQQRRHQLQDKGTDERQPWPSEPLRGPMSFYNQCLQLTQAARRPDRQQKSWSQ
DAX1 inh-2: DAX1 (NR0B1) inhibitors on StAR promoter, primary screen, cell-based, luminescence, SF-1 (NR5A1), full-length DAX-1 | HEK293T StAR-luciferase reporter, SF-1/DAX-1 repression relief | inhibition, % at 6.8 µM | 1.1% of 370,000 active | AID 652010, 2013;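 active = inhibition above the mean over all tested compounds plus 3 SD, cut at about 3.6% in these data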;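 note: 0% = DAX-1 cells with DMSO and 100% = cells lacking DAX-1 with DMSO; higher inhibition means more luminescence from relief of DAX-1 repression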
NPR1 activator: GC-A stimulated cGMP production enhancers – HEK293 GC-A cells, cGMP TR-FRET, EC30 ANP, primary screen | Atrial natriuretic peptide receptor 1 (Homo sapiens), P16066 | 0% at EC30 ANP, 100% saturating ANP | activation, % at 10 µM | 0.14% of 370,000 active | AID 1671463, 2021; in the data active = activation above about 40%
hgDAF12 agonist: H. glycines DAF-12 receptor agonists, primary screen, cell-based, luminescence, HEK293, GAL4 fusion, UAS-luciferase. Nuclear hormone receptor DAF-12 (Heterodera glycines), GAL4 fusion. 1.8% of 370,000 active. HEK293 GAL4-hgDAF12 UAS-luciferase reporter, agonist luminescence; normalized to butyrate control. activation, % at 6.8 µM;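 active = activation above a cutoff set at the mean of all screened compounds plus 3 SD, cut at about 10% in these data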;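 note: 0% = DMSO wells and 100% = sodium butyrate wells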
ssDAF-12 act: S. stercoralis DAF-12 nuclear receptor activators, primary screen, cell-based, luminescence, HEK293, GRIP1 co-expression, lit1-tk-luc. Nuclear hormone receptor DAF-12 (Strongyloides stercoralis). HEK293 ssDAF-12/GRIP1 lit1-tk-luc reporter; % of 3 µM dafachronic acid response. AID 652126, 2013. 1% of 370,000 active. activation, % at 6.8 µM;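 active = activation above the mean over all tested compounds plus 3 SD, cut at about 0.9% in these data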;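 note: 0% = DMSO-only wells and 100% = 3 µM delta7-dafachronic acid wells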
FXN GAA850 act: FXN promoter activators, primary screen, cell-based, luciferase luminescence, HEK293 lucGAA850; 0.56% of 360,000 active; activation, % at 6 µM; HEK293 lucGAA850 FXN promoter luciferase reporter, 24 h; percent of 10 µM SAHA response;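 active = activation above the average of all compounds screened plus 3 SD, cutoff fixed separately per campaign, cut at about 7.5% in these data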;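 note: 0% = DMSO wells and 100% = 10 µM SAHA wells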
KLK7 zymogen act: proKLK7 zymogen activators, primary screen, biochemical, fluorescence intensity. activation, % at 7 µM. purified proKLK7, EDANS-DABCYL substrate fluorescence; 100% is mature enzyme control, 0% vehicle. Kallikrein-7 (Homo sapiens), P49862. 0.9% of 370,000 active;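 active = activation above the mean of all tested compounds plus 3 SD, computed per campaign excluding outliers beyond control limits, cut at about 13% in these data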
Target sequence (P49862 whole entry, looked up): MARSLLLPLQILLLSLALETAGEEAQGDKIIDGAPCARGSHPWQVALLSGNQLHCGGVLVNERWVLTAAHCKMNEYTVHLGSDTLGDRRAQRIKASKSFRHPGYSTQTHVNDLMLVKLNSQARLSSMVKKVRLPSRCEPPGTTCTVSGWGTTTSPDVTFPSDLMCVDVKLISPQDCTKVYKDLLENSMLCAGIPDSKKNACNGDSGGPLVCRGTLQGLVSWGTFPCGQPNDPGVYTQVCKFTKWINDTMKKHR
* = called active by the depositor; · = no result given. Not a hit list; about 6.7% have a hit in one of these screens.

SMILES	SMARCA2 act	hcDAF12 agonist	NPR2 activator	DAX1 inh-1	sPLA2-III inh	DAX1 inh-2	NPR1 activator	hgDAF12 agonist	ssDAF-12 act	FXN GAA850 act	KLK7 zymogen act
CCOc1cc(N2CCOCC2)c(OCC)cc1NC(=O)CN1C(=O)NC2(CCc3ccccc32)C1=O (stereo unspecified)	-4	-2.1	1	0.4	15	0.8	-3	-2.1	-0.8	0.2	-0.1
Cc1nc(Nc2ccccc2)sc1C(=O)Nc1ccccc1	1	0.3	-7	0.4	11	2.4	2	1.9	-0.5	1.0	0.1
CC(=O)c1ccc(OCC(=O)OCC(=O)NCc2ccco2)cc1	0	-0.1	-6	0.7	-4	0.7	-4	-0.7	-1.0	-0.5	0.3
CCCOc1ccc(/C=N/NC(=O)CN2CCCCC2)cc1OCC	0	-2.5	5	0.8	-2	-0.8	2	3.1	-1.5	0.3	-0.2
O=c1[nH]c2ccccc2nc1-c1ccc(Cl)cc1	2	5.0	-3	0.2	0	1.2	7	6.1	-0.2	3.0	6.0
NNC(=O)C(=O)/C=C1\NC2(CCCC2)Cc2ccccc21	-4	0.0	1	·	11	-1.0	-2	0.4	-1.3	-0.5	-0.7
CCOc1ccccc1CN1CCNC(=O)C1CC(=O)NCCCn1cccn1 (stereo unspecified)	-1	-1.0	1	0.3	6	0.1	1	-0.5	-0.3	0.2	0.6
N#Cc1c(N2CCN(c3ccc([N+](=O)[O-])cc3)CC2)[n+](=O)c2ccc(Cl)cc2n1[O-]	-1	1.5	4	-1.1	-6	-1.6	-1	0.6	-1.4	-4.3	0.5
O=C(NC1CC1)c1scc2c1OCCO2	8.2*	0.3	0	0.5	7	0.4	1	2.1	-0.9	0.7	0.0
S=C(NCc1ccc2c(c1)OCO2)Nc1ccc(-c2nc3ccccc3[nH]2)cc1	-3	0.1	5	0.6	-3	-0.3	-1	1.1	-1.2	4.5	-0.4
Cc1ccc(CSC2=NCCN2C(=O)c2ccc([N+](=O)[O-])cc2)cc1	-1	-0.7	2	-1.1	0	0.6	-2	-4.7	-2.3	0.8	0.3
COc1ccc(/C=C/C(=O)NC2CC3CCC2C3)cc1 (stereo unspecified)	2	1.2	4	2.1	12	1.4	0	3.8	0.3	2.3	-0.1
O=C(CSc1nnc(-c2ccc(O)cc2)o1)Nc1ccc2c(c1)OCCO2	0	1.7	-1	0.3	-8	3.6*	-3	7.7	-0.6	4.0	-0.2
CCc1nnc(NC(=O)/C=C/c2cccs2)s1	4	3.5	2	0.9	5	2.0	0	6.9	-0.8	2.1	0.7
Cc1cc(OCC(=O)OCC(=O)N2c3ccccc3NC(=O)C2(C)C)ccc1Cl	0	0.6	-1	0.5	-1	0.8	4	0.8	-0.7	1.1	0.4
Nc1ccc(C(=O)OCC(=O)Nc2cccc(S(=O)(=O)NC3=NCCCCC3)c2)cc1[N+](=O)[O-]	-4	-1.4	2	-0.6	0	0.5	0	-0.3	0.6	1.8	0.0
COc1ccc(C(C)=O)cc1CSc1ccc(S(=O)(=O)N2CCOCC2)cn1	0	-3.4	5	0.9	-13	-0.8	-1	-0.9	-1.1	1.5	0.1
CCOC(=O)c1ccccc1NC(=O)COC(=O)C(CC)Oc1ccccc1 (stereo unspecified)	-4	-1.3	-1	0.0	11	-0.1	-2	-0.2	-1.2	-0.9	-0.5
Cc1ccc2ccccc2c1C(O)c1ncc(-c2ccccc2)[nH]1 (stereo unspecified)	-2	2.7	1	·	5	-1.1	-3	0.0	-0.8	0.2	0.3
CCC(=O)N1CCC1(C)C(=O)Nc1ccc(F)cc1 (stereo unspecified)	-5	0.7	-1	·	16	-1.2	0	1.3	-1.3	-0.4	-0.2
CC(C)CNC(=O)c1cccc(NC(=O)C(C)Oc2ccccc2)c1 (stereo unspecified)	-4	-1.4	2	0.3	3	0.1	-6	-1.9	-0.7	1.2	-0.3
COc1cccc(/C=C2\NC(=O)NC2=O)c1O	1	-1.2	-3	3.4	-3	1.3	-4	4.3	-0.4	2.2	0.1
Cc1ccc(-n2c(-c3ccco3)nc3c(cnn3-c3ccccc3C)c2=O)cc1	0	0.5	5	0.2	-4	-1.4	0	-0.1	-1.6	-2.1	0.0
O=C(CN1C(=O)c2ccccc2C1=O)Nc1ccc(Cl)cn1	-3	2.0	4	-0.5	7	1.1	1	-1.8	-0.4	1.9	-0.3
C=CCN(CC=C)C(=O)c1ccncc1	1	2.0	8	0.2	9	0.6	-1	1.1	-0.2	0.3	1.2
Additional compounds.
SMILES	SMARCA2 act	hcDAF12 agonist	NPR2 activator	DAX1 inh-1	sPLA2-III inh	DAX1 inh-2	NPR1 activator	hgDAF12 agonist	ssDAF-12 act	FXN GAA850 act	KLK7 zymogen act
CCOc1ccc2nc(NC(=O)CSc3nnc(-c4ccncc4)n3CC3CCCO3)sc2c1 (stereo unspecified)	2	0.9	4	0.3	-5	1.4	8	3.1	-0.8	3.6	0.4
O=C(Cc1ccccc1F)Nc1nnc(-c2cccnc2)s1	-1	0.8	-4	·	1	1.5	1	1.5	-0.9	·	0.2
C[C@]12c3[nH]c4cc(-c5ccco5)ccc4c3CCN1C(=O)[C@@H](CC(=O)NCCCn1ccnc1)C[C@@H]2C(=O)N1CCCCC1	-5	-1.6	3	-1.8	-11	0.6	0	-1.6	-0.8	-2.5	105*
Cc1ccc(CNS(=O)(=O)c2c(C)[nH]c(C)c2C(=O)N2CCCCC2)o1	-2	1.5	2	1.2	4	-0.1	-8	-0.8	-0.5	0.5	-0.2
CC(=O)c1ccc(NC(=O)C(C)N(C)CC(=O)Nc2ccc(Cl)cc2)cc1 (stereo unspecified)	-4	-0.2	-1	-0.6	-10	-1.8	-2	-1.9	-1.3	-1.5	-0.1
COCC1CCN(C(=O)c2cc(COc3cncc(Cl)c3)on2)C1 (stereo unspecified)	-1	-0.1	1	0.7	5	-0.4	-2	1.0	-1.9	2.7	-0.3
O=C(Cc1cccs1)N/N=C\c1ccccc1	2	-0.5	2	·	-1	-0.2	1	9.7	-0.8	·	0.0
O=C(N/N=C/c1ccncc1)c1ccc(NS(=O)(=O)c2cccs2)cc1	-3	0.0	0	0.8	3	-0.8	3	-3.2	-1.2	1.7	0.2
CN1CCNC(=O)C1CC(=O)NCC1(c2ccccc2)CCCCC1 (stereo unspecified)	1	-1.7	3	0.3	-5	0.5	0	3.7	-1.1	1.7	0.2
CCOC(=O)c1cc(=O)n2c(nc3ccccc32)[nH]1	2	5.2	1	1.3	6	1.1	2	4.0	0.1	1.3	23*
CCOC(=O)N1CCC(N2C(=O)c3ccc(C(=O)Nc4ccc(F)cc4F)cc3C2=O)CC1	-1	0.7	0	2.4	6	0.3	2	-0.4	-0.9	1.9	0.5
NC(=S)Nc1ccccc1Br	1	-0.7	-2	1.2	-1	-0.3	1	-1.4	-1.0	0.7	0.3
COc1ccc(CNC(=O)CCN2C(=O)c3ccccc3C2=O)cc1OC	0	-0.4	0	-0.2	-4	0.1	0	-1.4	-0.7	2.5	0.4
Cc1ccc(C(=O)OCC(=O)Nc2ccc3[nH]c(=O)[nH]c3c2)cc1[N+](=O)[O-]	-1	-1.0	0	1.7	11	-0.4	0	4.5	-1.1	1.3	-0.9
O=C(NCc1ccco1)c1ccc(Cn2c(=O)c3sccc3n(Cc3ccc(F)cc3)c2=O)cc1	-1	-1.1	6	0.8	-14	-0.1	4	0.0	-1.2	15*	0.0
CN(Cc1ccccc1F)C(=O)c1ccc(NC(=O)CC2SC(N3CCCCC3)=NC2=O)cc1 (stereo unspecified)	-3	-1.1	0	-1.6	-13	0.2	0	-1.9	-1.4	-2.9	0.3
O=C(O)CCSc1ccccn1	-1	-1.3	-5	0.2	3	-0.2	4	0.5	-0.8	1.2	0.1
O=C(Nc1ccc(F)cc1F)c1ccc(S(=O)(=O)NCc2ccco2)cc1	-1	-0.5	2	-0.4	-13	-0.9	1	2.5	-1.0	-0.5	0.2
O=C(O)CCC(=O)c1ccc2c(c1)OCCCO2	-1	-0.6	9	-0.1	-3	0.4	0	0.6	-0.8	1.4	0.1
Nc1ccc(S(=O)(=O)NN=CC=Cc2ccccc2[N+](=O)[O-])cc1	5	2.0	0	-0.5	0	0.1	-2	7.3	-0.1	-1.6	0.1
Cn1cc(-c2cccc3nncn23)cn1	-4	-1.8	2	·	15	-0.9	4	0.4	-1.1	0.5	0.1
O=C(Nc1cccc(NC(=O)c2ccco2)c1)c1ccc2c(c1)OCO2	-3	-1.6	-5	-0.2	0	-0.2	-3	-2.6	-1.5	-2.3	-1.0
CCC(Sc1nncn1C)C(=O)Nc1ccccc1OC (stereo unspecified)	0	0.6	4	-0.5	0	-0.4	-2	6.9	-1.6	0.3	0.2

A stretch from further up:
SMILES	SMARCA2 act	hcDAF12 agonist	NPR2 activator	DAX1 inh-1	sPLA2-III inh	DAX1 inh-2	NPR1 activator	hgDAF12 agonist	ssDAF-12 act	FXN GAA850 act	KLK7 zymogen act
CC(=O)c1ccc(NC(=O)C(C)N(C)CC(=O)Nc2ccc(Cl)cc2)cc1 (stereo unspecified)	-4	-0.2	-1	-0.6	-10	-1.8	-2	-1.9	-1.3	-1.5	-0.1
COCC1CCN(C(=O)c2cc(COc3cncc(Cl)c3)on2)C1 (stereo unspecified)	-1	-0.1	1	0.7	5	-0.4	-2	1.0	-1.9	2.7	-0.3
O=C(Cc1cccs1)N/N=C\c1ccccc1	2	-0.5	2	·	-1	-0.2	1	9.7	-0.8	·	0.0
O=C(N/N=C/c1ccncc1)c1ccc(NS(=O)(=O)c2cccs2)cc1	-3	0.0	0	0.8	3	-0.8	3	-3.2	-1.2	1.7	0.2
CN1CCNC(=O)C1CC(=O)NCC1(c2ccccc2)CCCCC1 (stereo unspecified)	1	-1.7	3	0.3	-5	0.5	0	3.7	-1.1	1.7	0.2
CCOC(=O)c1cc(=O)n2c(nc3ccccc32)[nH]1	2	5.2	1	1.3	6	1.1	2	4.0	0.1	1.3	23*
